NR5A2 inv ag = inverse agonists of human LRH-1 (NR5A2). O00482. HEK293T StAR-luciferase reporter, LRH-1 transfected, 24 h. inhibition, % at 3.6 µM. 0.13% of 360,000 active;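 active means inhibition above the mean inhibition of all tested compounds plus 3 SD, cut at about 73% in these data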;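 further: 0% = DMSO wells and 100% = reporter-only cells lacking LRH-1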
Target sequence (O00482 whole entry, looked up): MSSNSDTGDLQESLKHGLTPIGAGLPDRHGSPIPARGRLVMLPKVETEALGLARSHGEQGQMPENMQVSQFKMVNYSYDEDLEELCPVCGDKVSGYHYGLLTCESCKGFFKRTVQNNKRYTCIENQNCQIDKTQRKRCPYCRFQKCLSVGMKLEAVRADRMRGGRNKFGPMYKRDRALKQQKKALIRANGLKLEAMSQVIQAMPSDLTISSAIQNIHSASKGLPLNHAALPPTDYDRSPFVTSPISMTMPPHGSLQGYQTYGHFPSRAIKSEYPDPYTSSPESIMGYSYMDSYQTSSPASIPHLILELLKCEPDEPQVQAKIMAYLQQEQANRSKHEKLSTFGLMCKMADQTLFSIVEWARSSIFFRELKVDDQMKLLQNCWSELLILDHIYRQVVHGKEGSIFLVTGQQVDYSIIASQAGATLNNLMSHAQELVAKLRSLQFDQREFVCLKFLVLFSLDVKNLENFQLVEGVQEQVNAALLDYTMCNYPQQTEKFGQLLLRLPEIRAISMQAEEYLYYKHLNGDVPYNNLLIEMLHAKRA
NCOA1 inh = inhibitors of human steroid receptor coactivator 1 (SRC1) | Q15788 | HEK293 GAL4-SRC1 luciferase reporter, luminescence | inhibition, % at 3.6 µM | 0.12% of 360,000 active;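 active means inhibition above the campaign mean plus 3 SD, with each screening campaign given its own cutoff, cut at about 60% in these data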;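 further: 0% = DMSO treated cells and 100% = gossypol at 36 µM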
SRC3 inh = human NCOA3 inhibition; Q9Y6Q9; HEK293 GAL4-SRC3 luciferase reporter, luminescence; inhibition, % at 3.6 µM; 0.17% of 360,000 active; AID 588352;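 active means inhibition above a per-campaign cutoff, the mean of all compounds plus 3 SD, cut at about 60% in these data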;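 further: 0% = DMSO-treated cells and 100% = gossypol-treated cells at 36 µM; higher means less SRC3-driven luciferase light from the GAL4 reporter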
NR2F2 inh = blocks human COUP-TFII nuclear receptor; HEK293T NGFI-A luciferase reporter, luminescence; inhibition, % at 8.6 µM; 0.7% of 370,000 active; AID 686940;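 active means inhibition above a per-plate cutoff, mean inhibition of test wells between control levels plus 3 SD, cut at about 38% in these data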;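 further: cells cotransfected with COUP-TFII expression vector driving the NGFI-A reporter; 0% = median of COUP-TF2 test wells and 100% = reporter-only cells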
Exocytosis inh = lytic granule exocytosis inhibition | 0.66% of 360,000 active | inhibition, % at 10 µM | AID 651702 | TALL-104 LAMP-1 surface exposure, flow cytometry; cells stimulated with thapsigargin and PMA;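 active means inhibition above about 55%, limit read from the data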
SRC2 inh = human SRC2 (NCOA2) inhibition; Q15596; HEK293 GAL4-SRC2 luciferase reporter, luminescence; inhibition, % at 9 µM; 0.17% of 370,000 active; AID 651957;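 active means inhibition above the mean inhibition of all tested compounds plus 3 SD, set per campaign, cut at about 52% in these data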;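 further: 0% = DMSO treated cells and 100% = cells given Gossypol at 36 µM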
TWEAK Fn14 block = blocks TWEAK-Fn14 interaction in a reporter cell assay | TWEAK-stimulated Fn14 reporter cells, luciferase luminescence, 8 h | inhibition, % at 10 µM | 2% of 360,000 active; in the data active means inhibition above about 50%
TLR9-MyD88 inh = TLR9-MyD88 interaction inhibition | Q9NR96+Q99836 | CHO BLA complementation TLR9-MyD88, CCF4 FRET ratio | inhibition, % at 4.98 µM | 0.21% of 340,000 active | AID 504734;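 active means inhibition above the mean over all tested compounds plus 3 SD, cut at about 21% in these data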;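 further: 0% = DMSO only wells and 100% = clavulanate BLA inhibitor control wells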
TROY signal inh = inhibitors of TROY-dependent NF-kB signaling; Q293 LMP1-TROYcd NF-kB luciferase reporter, 4 h; inhibition, % at 10 µM; 0.98% of 360,000 active;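 active means compounds whose plate-normalised and pattern-corrected inhibition of the luciferase reporter signal at the single screening dose is 50% or more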
NOD2 RIPK2 PPI = blocks binding of human NOD2 to RIPK2; O43353; CHO BLA complementation NOD2-RIPK2, CCF4 ratio; inhibition, % at 4.98 µM; 0.38% of 360,000 active; AID 624267; in the data active means inhibition above about 21%;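 further: 0% = vehicle only and 100% = reference blocker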
Target sequence (O43353 whole entry, looked up): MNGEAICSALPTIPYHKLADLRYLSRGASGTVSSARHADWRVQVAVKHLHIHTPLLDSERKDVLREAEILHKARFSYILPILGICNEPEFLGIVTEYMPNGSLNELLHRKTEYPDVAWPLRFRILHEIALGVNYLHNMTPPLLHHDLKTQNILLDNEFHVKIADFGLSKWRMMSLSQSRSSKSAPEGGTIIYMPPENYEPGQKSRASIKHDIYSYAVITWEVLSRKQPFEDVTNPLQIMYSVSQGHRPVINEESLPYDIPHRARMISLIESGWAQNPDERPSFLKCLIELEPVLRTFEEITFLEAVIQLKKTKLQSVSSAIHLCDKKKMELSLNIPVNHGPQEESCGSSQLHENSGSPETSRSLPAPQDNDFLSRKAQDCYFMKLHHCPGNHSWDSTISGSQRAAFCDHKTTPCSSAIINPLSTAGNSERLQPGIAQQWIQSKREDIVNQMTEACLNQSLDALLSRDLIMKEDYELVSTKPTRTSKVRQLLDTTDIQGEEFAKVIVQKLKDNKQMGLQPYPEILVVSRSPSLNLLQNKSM
ABHD5 PLIN5 PPI = blocks binding of human ABHD5 to perilipin-5. inhibition, % at 4 µM. Q00G26+Q8WTS1. Split G. princeps luciferase complementation, luminescence, 4 h. 0.78% of 360,000 active;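 active means inhibition above the mean inhibition across every tested compound plus 3 SD, cut at about 22% in these data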;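 further: 0% = DMSO only wells and the 100% control is not disclosed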
An asterisk follows results filed as active.

SMILES	NR5A2 inv ag	NCOA1 inh	SRC3 inh	NR2F2 inh	Exocytosis inh	SRC2 inh	TWEAK Fn14 block	TLR9-MyD88 inh	TROY signal inh	NOD2 RIPK2 PPI	ABHD5 PLIN5 PPI
O=[N+]([O-])c1ccc(OCC(O)CNC2CCCC2)cc1 (stereo unspecified)	12.9	3.0	24.8	-13.4	-2.6	-29.7	-4.8	3.3	9.0	7.7	-0.3
Cc1cccc(N(C(=O)CCC(=O)Nc2nccs2)C(C(=O)NC(C)(C)C)c2ccc(O)cc2)c1 (stereo unspecified)	6.3	-21.6	14.4	2.8	5.6	-21.1	7.2	-5.2	1.9	0.0	-0.5
COc1ccc(-c2cnn3c(N)c(S(=O)(=O)c4ccccc4)cnc23)cc1	-4.3	3.8	-8.4	-17.3	0.4	-30.7	21.3	-11.5	-2.7	-9.6	5.4
CCOC(=O)C1CCCN(C(=O)c2cn(C)c3ccc(S(=O)(=O)N(C)C)cc3c2=O)C1 (stereo unspecified)	9.0	10.5	19.5	6.7	-0.5	3.3	-26.4	3.0	-5.6	-6.1	6.0
CCC1=NN(C(=O)Cc2ccc([N+](=O)[O-])cc2)C(O)(c2ccncc2)C1 (stereo unspecified)	16.6	-2.3	1.1	19.1	-0.5	-7.3	27.4	5.6	6.2	-9.9	3.4
O=[N+]([O-])c1ccc(-c2cn(-c3ccc(Cl)cc3)c(=S)[nH]2)cc1	-19.4	-3.0	-21.1	-17.4	-7.2	-48.2	-20.2	-3.9	-34.8	-0.6	-5.6
Cc1cccc(NC(=O)C2CCCN(S(=O)(=O)c3cccc4nonc34)C2)c1 (stereo unspecified)	0.3	9.5	1.8	-15.8	-1.1	-24.8	2.0	1.7	-3.2	-3.0	-0.6
CCCCN(C(=O)CSc1nncn1-c1ccccc1)c1c(N)n(Cc2ccccc2)c(=O)[nH]c1=O	5.2	1.4	-2.8	4.8	-5.4	7.3	-4.9	2.1	4.2	-3.9	-5.4
CCN(CC)c1nc(SCC(=O)O)nc(N(CC)CC)n1	0.6	3.9	-2.7	0.4	0.1	11.1	10.3	2.4	-9.8	-2.1	3.9
CN(C/C=C/c1ccccc1)Cc1cccc2ccccc12	8.7	-10.8	-2.4	-8.2	3.7	-3.2	-38.9	-2.9	3.2	9.8	-6.9
Cc1ccc(C)c(SCC(=O)N(C)CC(=O)Nc2ccc(N3CCOCC3)cc2)c1	-12.0	-2.3	1.8	10.6	-1.6	7.2	-7.0	-4.0	-8.0	-6.8	-8.2
CCOc1ccc(N=C2C(=O)N(CN3CCOCC3)c3ccccc32)cc1	-8.3	-19.4	7.5	-6.7	-7.3	-11.5	-0.3	-4.3	-32.1	-12.8	-14.6
CCCCn1c(N)c(N(CCC(C)C)C(=O)c2ccc3ccccc3c2)c(=O)[nH]c1=O	11.7	-3.0	-2.0	2.4	-5.4	-0.8	1.5	6.3	0.6	-4.1	-0.6
Cc1cc(OC(=O)Nc2ccccc2)ccc1Cl	-12.0	-7.8	-24.3	-8.9	-1.3	-23.4	1.2	3.5	-25.1	7.2	3.1
COc1cccc(-c2cc(C(=O)N3CCc4ccccc4C3)no2)c1	-10.4	0.3	1.6	-5.0	-7.6	-8.5	7.4	-6.5	-20.5	-3.9	-4.0
C=CCN(CC=C)C(=S)NC(=O)/C=C/c1ccc(OC)cc1	23.1	-0.9	7.8	-5.3	-1.7	6.6	6.0	4.0	-13.7	-15.0	5.5
O=C(C1=C(O)C(=O)N(CCN2CCOCC2)C1c1ccco1)c1cc2ccccc2o1 (stereo unspecified)	-0.6	-3.7	15.6	16.6	1.4	-25.5	21.6	4.8	-5.0	9.7	5.0
COC(=O)C1CCN(C(=O)NC2CC(=O)N(c3ccc4c(c3)OCCO4)C2)CC1 (stereo unspecified)	16.3	9.0	22.8	3.4	-4.5	-12.4	1.1	2.6	-8.8	-1.9	-2.4
CCCCNC1=CC(=O)C(=O)c2ccccc21	35.9	14.5	13.0	12.3	6.6	-14.1	13.2	8.3	-24.2	13.4	-14.0
Cc1ccc(S(=O)(=O)N2CC(C)C(=O)CC2C)cc1 (stereo unspecified)	17.2	-2.4	1.2	-0.7	-1.5	10.4	21.1	-2.1	1.8	0.6	-2.6
Cc1cnc(C(=O)OCc2ccc(C#N)cc2)cn1	0.5	-6.2	-12.3	9.3	-4.8	6.9	2.7	-12.2	-5.3	10.2	5.8
CCc1cc(C(=O)OC)c(N2C(=O)C3C4C=CC(C4)C3C2=O)s1 (stereo unspecified)	-0.2	6.4	4.2	16.7	-1.4	0.2	4.0	-1.8	-1.5	8.3	-0.7
CCOC(=O)c1c(C)n(C)c2ccc(O)c(CN3CCCCC3)c12	8.9	1.7	-14.5	9.2	6.3	0.8	-14.0	4.1	7.2	2.2	-7.0
COc1ccc(C(CNC(=O)c2cccc(S(=O)(=O)N3CCc4ccccc43)c2)N(C)C)cc1 (stereo unspecified)	1.1	4.0	6.3	26.6	-16.8	-10.1	5.5	-9.2	3.9	2.5	-1.4
Cc1ccc(OCCn2ncc3ccccc3c2=O)c(C)c1	-3.7	-41.5	-21.8	-4.0	4.1	-29.4	-23.0	-6.7	-11.8	8.6	-6.4
NC(=O)c1c(NC(=O)Cn2cnc([N+](=O)[O-])n2)sc2c1CCCC2	2.0	12.7	6.6	13.8	-9.0	16.1	21.6	-9.5	-4.6	-4.9	-1.6
CCCCN(C(=O)c1ccc(Br)o1)C1CCS(=O)(=O)C1 (stereo unspecified)	-6.8	6.2	16.5	10.3	0.5	0.0	2.5	1.7	-12.3	-4.2	1.2
COc1cccc(CN(C)CCCn2ccc(NC(=O)OCc3ccccc3)nc2=O)c1	-7.9	7.1	2.1	10.5	-1.0	-8.4	-9.0	-16.5	6.3	-10.5	0.4
CCOC(=O)C1=C(C)Nc2ccccc2N=C1NC(=O)C(c1ccccc1)c1ccccc1	-8.8	15.7	-12.1	9.5	-2.0	-4.0	-0.9	2.0	-1.1	-0.3	-4.4
O=C(NCc1ccccc1F)C12CC3CC(CC(C3)C1)C2	-14.3	-11.3	-1.4	-1.1	-1.2	14.0	10.7	-5.6	2.4	-19.3	6.2
COc1ccc(CCNC(=O)CCSCc2ccccc2F)cc1OC	9.5	3.3	0.1	24.5	1.3	-30.8	-9.9	-8.4	13.5	-20.0	3.1
Nc1cccc(-c2cnc3ccccc3n2)c1	-143.2	-91.9	-86.3	-26.0	-12.8	-25.2	23.8	-3.4	-33.4	-3.8	-13.2
COCCn1c(=O)c2c(nc3n2CCCN3CCc2ccc(OC)c(OC)c2)n(C)c1=O	-10.1	4.6	11.1	-1.9	1.0	15.6	16.3	7.3	10.9	2.2	5.8
O=C(CCc1ccccc1)NC1CCSC1=O (stereo unspecified)	-6.0	3.0	9.9	10.5	-7.2	-4.9	7.5	-0.1	1.1	-6.0	-0.8
O=C1NC(=Nc2ccccc2)SC1Cc1cccc(Cl)c1Cl (stereo unspecified)	19.5	15.1	10.7	13.3	5.4	18.0	6.6	-5.7	6.3	-7.7	-4.5
O=C(c1ccc(F)cc1)N1CCN(c2cc(=O)[nH]nc2-c2ccccc2)CC1	18.4	-36.3	7.5	-8.0	3.4	1.8	-0.3	-2.6	-3.7	7.9	0.4
CC1(C)C2(C#N)C(N)=NC3(OCCO3)C12C#N (stereo unspecified)	0.0	-9.4	1.9	-0.9	-3.2	-25.9	-15.8	-2.9	-31.3	1.3	1.8
COc1ccc(/C=C/C(=O)OC(C)CN2CCCCC2)cc1 (stereo unspecified)	3.7	5.1	11.3	-3.6	-1.4	5.4	-27.8	-0.7	15.2	-3.3	-4.5
COc1ccc(/C=C/C(=O)NC(C)CCc2ccccc2)cc1OC (stereo unspecified)	-1.4	7.4	-7.3	0.3	-0.5	15.7	2.3	-3.4	9.9	-12.5	-3.2
COc1ccc(NC(=O)COC(=O)C2CC(=O)N(CCc3ccc(OC)c(OC)c3)C2)cc1Cl (stereo unspecified)	-4.4	-8.6	14.2	-8.6	4.8	7.3	-0.8	1.1	-0.5	5.5	4.8

In a second layout: entries from further up
SMILES,NR5A2 inv ag,NCOA1 inh,SRC3 inh,NR2F2 inh,Exocytosis inh,SRC2 inh,TWEAK Fn14 block,TLR9-MyD88 inh,TROY signal inh,NOD2 RIPK2 PPI,ABHD5 PLIN5 PPI
COCCn1c(=O)c2c(nc3n2CCCN3CCc2ccc(OC)c(OC)c2)n(C)c1=O,-10.1,4.6,11.1,-1.9,1.0,15.6,16.3,7.3,10.9,2.2,5.8
O=C(CCc1ccccc1)NC1CCSC1=O (stereo unspecified),-6.0,3.0,9.9,10.5,-7.2,-4.9,7.5,-0.1,1.1,-6.0,-0.8
O=C1NC(=Nc2ccccc2)SC1Cc1cccc(Cl)c1Cl (stereo unspecified),19.5,15.1,10.7,13.3,5.4,18.0,6.6,-5.7,6.3,-7.7,-4.5
O=C(c1ccc(F)cc1)N1CCN(c2cc(=O)[nH]nc2-c2ccccc2)CC1,18.4,-36.3,7.5,-8.0,3.4,1.8,-0.3,-2.6,-3.7,7.9,0.4

Later entries
SMILES	NR5A2 inv ag	NCOA1 inh	SRC3 inh	NR2F2 inh	Exocytosis inh	SRC2 inh	TWEAK Fn14 block	TLR9-MyD88 inh	TROY signal inh	NOD2 RIPK2 PPI	ABHD5 PLIN5 PPI
Nc1ccc(C(=O)N/N=C/c2c[nH]c3ccccc23)cc1	-39.1	-21.6	-35.0	1.7	-2.1	-29.2	-14.5	-2.0	-20.8	2.9	-7.9
c1ccc(OCCCc2nc(-c3ccncc3)no2)cc1	-14.6	-2.8	6.1	-6.8	-5.8	-5.7	-25.2	4.3	-25.1	-0.6	2.7
COc1cc(NC(=O)COc2ccccc2)ccc1NC(=O)c1ccco1	-14.2	-0.5	11.4	-1.7	6.6	24.4	-12.8	8.4	-2.5	-3.5	3.0
CC12CCC(=O)CC1CCC1C2CCC2(C)C1CCC2(O)C(=O)CO (stereo unspecified)	15.2	-1.7	11.8	9.8	1.4	20.7	-9.0	2.8	-7.0	0.1	10.6
Cc1cccc(C)c1NC(=O)C(NC=O)c1ccccc1Cl (stereo unspecified)	11.9	0.8	19.3	15.9	0.8	2.5	8.5	1.7	4.8	7.2	-1.7
COc1ccc(/C(O)=C2/C(=O)C(=O)N(CC3CCCO3)C2c2cccc(O)c2)cc1 (stereo unspecified)	-5.5	-4.7	18.8	2.4	0.7	-35.2	-5.7	3.9	3.9	-1.4	0.4
Cc1ccc(CNC(=O)c2ccc(CS(=O)Cc3ccccc3Cl)o2)cc1 (stereo unspecified)	-20.5	13.2	-21.3	-7.4	-0.5	-1.8	15.3	3.6	21.9	0.9	2.9
CC(=O)c1cccc(NC(=O)CCc2nc3sc4c(c3c(=O)[nH]2)CCCC4)c1	-13.3	-12.8	11.4	-0.8	-0.2	5.2	8.6	-3.2	3.5	0.5	4.9
O=C1c2ccccc2C(=O)N1CN(C(=O)c1ccccc1)c1ccc(O)cc1	-2.1	7.5	5.0	1.6	0.2	8.4	-8.5	1.1	4.0	2.5	-1.9
CC(O)c1nc2ccc(C(=O)O)cc2[nH]1 (stereo unspecified)	4.2	-5.2	10.5	3.9	3.1	12.8	2.4	-10.0	-5.5	-5.7	-4.4
O=C(Nc1ccc2oc(-c3ccc4ccccc4c3)nc2c1)c1cccs1	-121.5	-110.8	-82.4	-35.7	1.5	-71.0	-56.5	5.0	-15.8	-6.5	0.7

Some of the compounds tested (hit frequency here may not be typical).
